Screens (PubChem BioAssay)
TDP1 inh: blocks human tyrosyl-DNA phosphodiesterase 1; Q9NUW8; recombinant TDP1, AlphaScreen DNA substrate cleavage; Potency, µM (highest dose often 130 µM), for inactives: at the highest dose activity change, negative = inhibition, hits mostly inhibitors; 350,000 compounds, 0.28% hits; also: nearly all actives have a fitted effect of over 40% in size
Target sequence (Q9NUW8 whole entry, looked up): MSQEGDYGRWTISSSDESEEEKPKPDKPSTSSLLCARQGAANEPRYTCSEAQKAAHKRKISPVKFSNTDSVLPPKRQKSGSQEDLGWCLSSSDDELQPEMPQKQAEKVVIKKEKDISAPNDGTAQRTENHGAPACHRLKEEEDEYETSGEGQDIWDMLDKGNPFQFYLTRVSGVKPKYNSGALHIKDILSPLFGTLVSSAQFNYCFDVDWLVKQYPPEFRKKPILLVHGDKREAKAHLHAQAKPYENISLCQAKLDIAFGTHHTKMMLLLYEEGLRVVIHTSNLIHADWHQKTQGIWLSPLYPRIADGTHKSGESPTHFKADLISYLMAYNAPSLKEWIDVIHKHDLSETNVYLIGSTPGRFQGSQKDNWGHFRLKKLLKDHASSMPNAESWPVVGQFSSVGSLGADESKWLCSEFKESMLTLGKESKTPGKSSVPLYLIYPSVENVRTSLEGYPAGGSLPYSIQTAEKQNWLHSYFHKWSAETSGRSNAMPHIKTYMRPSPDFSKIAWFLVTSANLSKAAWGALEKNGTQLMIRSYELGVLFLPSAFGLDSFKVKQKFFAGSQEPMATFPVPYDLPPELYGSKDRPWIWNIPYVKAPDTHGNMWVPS
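Signal: AlphaScreen proximity between streptavidin donor and anti-FITC acceptor beads on intact substrate. Reaction: Tdp1 1 nM, substrate 15 nM final, 5 min RT after 15 min compound preincubation.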
DT40 TDP1 no CPT: qHTS for Inhibitors of human tyrosyl-DNA phosphodiesterase 1 (TDP1): qHTS in cells in absence of CPT. Potency, µM (top dose mostly 46.2 µM), without a hit: at the highest dose activity change, negative = growth inhibition, most hits filed as inhibitors. DT40 Tdp1-/- hTDP1 cells, no CPT, ATP luminescence, 48 h. 420,000 compounds, 15% hits; also: nearly all actives have a fitted effect of over 55% in size
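Camptothecin absent (DMSO only). Human TDP1-complemented DT40 knockout cells, 400 cells/well, 37 °C for minimum 48 hr; ATP measured via CellTiter-Glo, 30 min dark incubation, luminescence.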
TDP1 cell CPT: growth inhibition of DT40 Tdp1-/-;hTDP1 cells with camptothecin (screen for TDP1 inhibitors); chicken DT40 Tdp1-/-;hTDP1 cells + 20 nM CPT, ATP luminescence, 48 h; Potency, µM (series often up to 46.2 µM), inactives show at the highest dose activity change, negative = growth inhibition, actives largely listed as inhibitors; 420,000 compounds, 12% hits; also: nearly all actives have a fitted effect of over 55% in size
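Chicken DT40 Tdp1-/- cells complemented with human TDP1, 400 cells/well, exposed to compounds plus 20 nM camptothecin for at least 48 h at 37 C; viability read as ATP content by CellTiter-Glo luminescence.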
An asterisk follows results filed as active; u = inconclusive; x = not tested or not shown; & = joins results of further samples; [ ] = remark or other dose. Calls follow the shape of the dose curve; as a rule, active = well fitted curve in the direction sought with a large enough effect; inconclusive = small, poorly fitted or top-dose-only effect, or another doubt; inactive = no such curve, though single readings can be large; an effect the other way counts as inactive or inconclusive. % is scaled to controls: 0 for no effect and ±100 for the full control effect; potency is read from the fitted curve at half-maximal effect.

Each structure is followed by: TDP1 inh | DT40 TDP1 no CPT | TDP1 cell CPT
- C/C(=N\OC(=O)Nc1ccc(Cl)cc1)c1ccc(F)c(F)c1
    x | u | 2.0%
- COc1ccc(-c2noc(N3CCC(C(=O)Nc4ccc(C)c(F)c4)CC3)n2)cc1OC
    5.9% | 16.4µM* | u
- O=C(CSc1nnc(-c2cccc(F)c2)c(-c2cccc(F)c2)n1)NC1CCCCC1
    -4.4% | u | u
- Cn1c(=O)c2c(ncn2Cc2ccc(Cl)c(Cl)c2)n(C)c1=O
    0.0% | 11.6µM* | 23.1µM*
- CC(=O)Nc1ccc(S(=O)(=O)NCCCCNS(=O)(=O)c2ccc(NC(C)=O)cc2)cc1
    x | -1.6% | -2.8%
- O=C(O)c1cc(NS(=O)(=O)c2ccc(NCc3ccccc3)c([N+](=O)[O-])c2)cc(C(=O)O)c1
    x | -2.0% | 11.6%
- C#CCN(C[C@@H]1[C@@H](OC(=O)Nc2cccs2)[C@@H](OC(=O)Nc2cccs2)Cn2c(=O)n(CCCCCC)c(=O)n21)S(=O)(=O)c1ccc(C)cc1
    x | u | u
- CCOC(=O)CNC(=O)CSc1nnc(NC(=O)c2ccc(C)cc2)s1
    1.2% | -4.0% | 18.0%
- C/C(=N/NC(=O)c1ccc2c(c1)OCCO2)c1ccc([N+](=O)[O-])cc1
    0.0% | -2.4% | -1.0%
- COc1ccc(N2CCN(CC(=O)Nc3cccc(S(=O)(=O)N4CCOCC4)c3)CC2)cc1
    2.3% | 9.2µM* | u
- CCSc1ncc(CO)c(N)n1
    3.8% | 11.8% | 13.0%
- CC(C)(C)c1ccccc1OCCOCCN1CCCCCC1
    0.0% | 14.6µM* | u
- C=CCC1=C/C(=C\c2c(N)n3nc(CC(=O)N4CCOCC4)sc3nc2=O)C=C(OC)C1=O
    3.2% | 15.1% | -14.2%
- Cn1c(=O)c2[nH]c(SCCN)nc2n(C)c1=S
    x | 9.8% | 4.6%
- CCOC(=O)CC1=C(C(=O)OCC)C(c2cc(OC)c(OC)cc2OC)C(C#N)=C(N)O1 (stereo not given)
    2.2% | -11.1% | -10.6%

Overlap with the part before: three compounds, followed by the next part.
Each structure is followed by: TDP1 inh | DT40 TDP1 no CPT | TDP1 cell CPT
- C=CCC1=C/C(=C\c2c(N)n3nc(CC(=O)N4CCOCC4)sc3nc2=O)C=C(OC)C1=O
    3.2% | 15.1% | -14.2%
- Cn1c(=O)c2[nH]c(SCCN)nc2n(C)c1=S
    x | 9.8% | 4.6%
- CCOC(=O)CC1=C(C(=O)OCC)C(c2cc(OC)c(OC)cc2OC)C(C#N)=C(N)O1 (stereo not given)
    2.2% | -11.1% | -10.6%
- Cc1cccc(NC(=O)c2ccc([N+](=O)[O-])o2)c1C
    0.0% | u | u
- CC(C)(C)[C@H]1COC(=O)[C@H](Cc2ccc(F)cc2)CC/C=C/C[C@@H](CC(=O)N[C@H](CO)Cc2ccccc2)C(=O)N1
    0.0% | 20.6µM* | u
- Cc1ccc(NC(=O)CS(=O)CC(=O)NC23CC4CC(CC(C4)C2)C3)cc1 (stereo not given)
    9.1% | u | -27.6%
- COCCn1c(=O)c(-c2cccs2)nc2cnc(N(C)C)nc21
    x | 2.6% | 6.1%
- NC(Cc1ccc(OC(F)F)cc1)C(=O)O (stereo not given)
    0.0% | 18.3% | 1.7%
- O=C(CN1CCN(Cc2ccccc2)CC1)NNC(=O)c1ccccc1
    1.2% | 16.8% | -0.7%
- C=CCNC(=O)c1cc(=O)c2ccccc2o1
    -2.0% | -12.2% | -12.9%
- O=C(O)C1C2C=CC(O2)C1C(=O)NCc1ccccc1Br (stereo not given)
    1.0% | -11.9% | -3.1%
- O=C(CNc1cccc(S(=O)(=O)N2CCCC2)c1)Nc1cccc(C(F)(F)F)c1
    0.5% | 11.6µM* | 10.3µM*
- c1nnc(NC2=NCCCCC2)s1
    0.0% | 2.4% | -2.0%
- CCc1ccc(NC(=O)C2CCN(c3nnc(-n4c(C)ccc4C)s3)CC2)cc1
    7.6% | 23.1µM* | 16.4µM*
- OC1c2c(F)cccc2N=C2CCCCN21 (stereo not given)
    x | u | 8.2µM*
- CNC(=S)Nc1ccc(N2CCN(c3ccc(C(F)(F)F)cn3)CC2)nc1
    -2.5% | 25.9µM* | u
- CCc1ccc(C2CC(=O)Nc3c2c(C)nn3-c2nc(C)cc(C)n2)cc1 (stereo not given)
    0.5% | 20.6µM* | 20.6µM*
- CCOC(=O)c1ccccc1NC(=O)Cn1c(=O)n(Cc2ccccc2)c(=O)c2c(C)c(C)sc21
    4.5%&-1.4% | u | -24.7%&-19.3%

Six compounds drawn at random from the list so far:
Each structure is followed by: TDP1 inh | DT40 TDP1 no CPT | TDP1 cell CPT
- O=C(O)C1C2C=CC(O2)C1C(=O)NCc1ccccc1Br (stereo not given)
    1.0% | -11.9% | -3.1%
- O=C(CNc1cccc(S(=O)(=O)N2CCCC2)c1)Nc1cccc(C(F)(F)F)c1
    0.5% | 11.6µM* | 10.3µM*
- Cc1ccc(NC(=O)CS(=O)CC(=O)NC23CC4CC(CC(C4)C2)C3)cc1 (stereo not given)
    9.1% | u | -27.6%
- c1nnc(NC2=NCCCCC2)s1
    0.0% | 2.4% | -2.0%
- Cc1cccc(NC(=O)c2ccc([N+](=O)[O-])o2)c1C
    0.0% | u | u
- CCOC(=O)c1ccccc1NC(=O)Cn1c(=O)n(Cc2ccccc2)c(=O)c2c(C)c(C)sc21
    4.5%&-1.4% | u | -24.7%&-19.3%

Next part
Each structure is followed by: TDP1 inh | DT40 TDP1 no CPT | TDP1 cell CPT
- CCOc1ccc(NS(=O)(=O)c2ccc(C(=O)NC3CCN(Cc4ccccc4)CC3)cc2)cc1
    x | u | u
- CCOc1ccc(C(N)=O)cc1OC
    2.3% | -11.9% | 5.8%
- Cc1ccc(NC(=O)CCn2cccc2)cc1
    4.0% | -19.4% | -0.8%
- CCOc1ccc(Nc2cc(C)nc3nc(Cc4ccc(Cl)cc4)nn23)cc1
    -11.6% | -0.3% | u
- CC1(c2cccc(Br)c2)NC(=O)N(CC(=O)c2ccc3c(c2)OCO3)C1=O (stereo not given)
    x | -18.4% | -22.1%
- CCOC(=O)c1cc(-c2ccccc2)sc1NC(=O)CN1C(=O)NC(CC)(c2ccc(F)cc2)C1=O (stereo not given)
    3.9% | u | u
- O=C(NC(=S)NCCc1ccccc1)c1ccccc1F
    -13.1% | -4.4% | -27.8%
- CCOc1ccccc1NC(=O)C(Cc1ccccc1)NS(=O)(=O)c1ccc2c(c1)oc(=O)n2C (stereo not given)
    0.0% | 8.5% | u
- Cc1ccc(C)c(SCC(=O)OCC(=O)c2ccco2)c1
    x | -18.5% | -13.9%
- CC1CCN(c2c(NCC3CCC(C(=O)NCCc4ccc(Cl)cc4)CC3)c(=O)c2=O)CC1 (stereo not given)
    5.2% | -83.7% | u
- COC(=O)c1ccccc1-c1cc(C)cc2c1OC(CNC(=O)c1cnc(C)cn1)C2 (stereo not given)
    x | 18.4µM* | -11.6%[9.04 µM]
- COc1ccc(Nc2nccc3c2nnn3C)cc1
    -1.9% | -0.5% | -3.8%
- C[C@@H]1CN([C@@H](C)CO)C(=O)CCCn2nncc2CO[C@H]1CN(C)C(=O)Nc1ccnc(N2CCOCC2)c1
    x | 5.9% | 1.1%
- Clc1ccc(-c2csc(=Nc3ccccc3)n2Cc2ccc3c(c2)OCO3)cc1
    -9.7% | 10.3µM* | 20.6µM*
- Cc1ccc(CN(Cc2ccco2)C(=O)c2ccco2)cc1
    7.0% | -13.7% | u
- N#CC(Sc1ccccn1)c1ccc(Cl)cc1Cl (stereo not given)
    5.8% | -28.9% | -11.8%
- COc1ccccc1CN1CCN(Cc2cc(OC)c(OC)cc2OC)CC1
    7.7% | -29.9% | -3.9%
- CCn1c(SCC(=O)Nc2cc(C)on2)nc2c(c1=O)SC(C)C2 (stereo not given)
    3.3% | u | -16.4%
- O=C(CNC(=O)c1ccco1)NCc1ccc2c(c1)OCO2
    0.8% | 3.5% | 1.3%
- COc1ccccc1-c1ccnc(-n2ncc(C(=O)N(C)C(C)c3nc(C)cs3)c2C2CC2)n1 (stereo not given)
    x | u | u
- CCc1nn2c(N)c(/C=C3\C=Nc4ccccc43)c(=O)nc2s1
    x | u | 5.2%&-8.2%
- COc1ccc(-c2c(-c3ccc(O)cc3O)n[nH]c2C)cc1OC
    5.1% | 18.4µM* | u
- Cc1ccc(-c2noc(C3CCCN(C(=O)c4cccc(Cl)c4)C3)n2)o1 (stereo not given)
    x | u | u
- NCC1O[C@H](O[C@@H]2C(O)[C@H](O[C@H]3OC(CO)C(O)C(N)C3O)[C@@H](N)C[C@H]2N)[C@@H](N)CC1O (stereo not given in full)
    10.7%[56.1 µM] | -7.2% | -10.9%
- Cc1ccc(NCc2nnc(SCC(N)=O)o2)c(C)c1
    5.6% | 16.3% | 8.2%
- Cc1ccc(-c2csc(N3CCN(c4cc5c(cc4Cl)nc(C(C)N)n5CCCO)CC3)n2)cc1 (stereo not given)
    x | -15.9% | 12.3%
- O=C(COCCOCC(=O)N(c1ccccn1)C1CCCCC1)N(c1ccccn1)C1CCCCC1
    7.3% | -0.8% | 13.0%
- CCOc1ccccc1C(O)C1=CC(=O)c2ccccc2C1=O (stereo not given)
    x | u | u
- CCOc1ccc(CC(=O)NCCS(=O)(=O)N2CCN(c3ccccc3OC)CC2)cc1
    -1.8% | 20.6µM* | 11.6µM*
- Cc1oc(-c2ccc(Cl)cc2)nc1CS(=O)CC(=O)NC1CCCC1 (stereo not given)
    2.2% | 9.7% | -26.6%
- O=C(CN1CCN(S(=O)(=O)c2ccc3c(c2)OCCO3)CC1)Nc1ccccc1Br
    x | u | -21.2%
- O=C(OCc1cn([C@H]2CN(Cc3cccs3)[C@@H](c3ccc(Cl)cc3)C[C@@H]2O)nn1)c1ccccc1
    x | -26.3% | u
- Cc1cc(OC(C)C(=O)NCc2cccnc2)c2c(C)cc(=O)oc2c1 (stereo not given)
    6.0% | -14.8% | u
- O=C(NC1CC1)c1cccc(NC(=O)c2cnn(-c3ccccc3)n2)c1
    0.3% | 16.4µM* | 23.1µM*
- Cc1ccc(CNC(=O)c2ccc(-n3c(C)cc4c3CCCC4)cc2)cc1
    1.2% | u | u
- CNC(=O)c1cc2c(-c3ccccc3)nn(C)c2s1
    x | 20.6µM* | u
- OCc1ccnc2oc3ccccc3c12
    x | 2.5% | 4.1%
- COCCNc1nc2nonc2nc1N1C[C@H]2CC[C@H]1C2
    4.8% | -8.7% | 14.9%
- CC(NC(=O)c1ccccc1NC(=O)c1ccco1)c1ccccc1 (stereo not given)
    4.2% | -19.0% | -22.2%
- COc1ccc(NC(=O)COC(=O)c2ccc(OCc3ccccc3Cl)c(OC)c2)c(OC)c1
    -1.9% | u | u
- O=C(NCCN1CCOCC1)C1CCC(=O)N1C1CCCCC1 (stereo not given)
    4.1% | 0.6% | -10.9%
- CC1(C)CC(=S)Nc2ccccc2S1
    2.4% | -14.0% | u
- Cc1cc(=O)[nH]c(N/N=C/c2ccc(F)cc2)n1
    x | -0.4% | 0.4%
- CCNc1c(NC(=O)COc2ccc(Cl)cc2)c(=O)oc2ccccc12
    0.0% | 2.5% | -8.6%
- COc1ccc(-c2cc3c(=O)n(CC(=O)Nc4ccc(Cl)cc4)ncn3n2)cc1
    0.9% | 5.9% | -12.3%
- O=C(NC(Cc1ccccc1)c1ccc2c(c1)OCCCO2)c1ccccc1F (stereo not given)
    0.0% | -22.5% | -13.0%
- O=C(Nc1ccc(OC(=O)c2ccncc2)cc1)c1ccncc1
    10.5% | -24.4% | 2.9%
- Nc1cnn(C2OC(CO)C(O)C2O)c(=O)n1 (stereo not given)
    -1.8% | -8.9% | 8.1%
- O=C(Nc1ccc(S(=O)(=O)N2CCCCC2c2cccnc2)cc1)c1ccc(F)cc1 (stereo not given)
    2.2% | 18.4µM* | 23.1µM*
- Brc1ccc(CNc2cc3c(cc2Br)OCCO3)cc1
    10.3% | u | 5.2%
- CCCC(O)(c1ccc(Cl)cc1)C(CN1CCOCC1)c1ccccc1 (stereo not given)
    -3.7% | u | u
- O=C(NCCc1ccc(Cl)cc1)c1ccc2nc(CCc3ccccc3)oc2c1
    3.0% | u | u
- CCc1ccccc1NC(=O)c1cc(S(=O)(=O)N2CCc3ccccc32)ccc1F
    5.2% | 10.3µM* | 16.4µM*
- COc1ccc(C(=O)COC(=O)C(O)c2ccccc2)c(OC)c1 (stereo not given)
    -8.8% | -7.1% | 16.3%
- Cc1ccccc1S(=O)(=O)NC(=O)C1(C)CCN1C(=O)Cc1ccc(C(C)(C)C)cc1 (stereo not given)
    x | 16.8% | -7.2%
- COCC(=O)N1CCc2ccc(NC(=O)c3ccc(C(F)(F)F)cc3)cc2C1
    x | -25.8% | u
- Cc1snc(S(=O)(=O)/C(C#N)=N/Nc2cccc(C(F)(F)F)c2)c1C#N
    7.5% | u | 16.4µM*
